EPAC2 ag: activates human EPAC2 exchange factor; Q8WZA2; EPAC2 activation, biochemical qHTS; response scale: 100% = 6.5 mM cAMP response; Potency, µM (top dose mostly 154 µM), for the others: at the top dose activation, most hits filed as activators; 0.079% of 360,000 active; also: potency is read from the fitted curve at half-maximal effect; nearly all actives have a fitted effect of over 50% in size
Target sequence (Q8WZA2 whole entry, looked up): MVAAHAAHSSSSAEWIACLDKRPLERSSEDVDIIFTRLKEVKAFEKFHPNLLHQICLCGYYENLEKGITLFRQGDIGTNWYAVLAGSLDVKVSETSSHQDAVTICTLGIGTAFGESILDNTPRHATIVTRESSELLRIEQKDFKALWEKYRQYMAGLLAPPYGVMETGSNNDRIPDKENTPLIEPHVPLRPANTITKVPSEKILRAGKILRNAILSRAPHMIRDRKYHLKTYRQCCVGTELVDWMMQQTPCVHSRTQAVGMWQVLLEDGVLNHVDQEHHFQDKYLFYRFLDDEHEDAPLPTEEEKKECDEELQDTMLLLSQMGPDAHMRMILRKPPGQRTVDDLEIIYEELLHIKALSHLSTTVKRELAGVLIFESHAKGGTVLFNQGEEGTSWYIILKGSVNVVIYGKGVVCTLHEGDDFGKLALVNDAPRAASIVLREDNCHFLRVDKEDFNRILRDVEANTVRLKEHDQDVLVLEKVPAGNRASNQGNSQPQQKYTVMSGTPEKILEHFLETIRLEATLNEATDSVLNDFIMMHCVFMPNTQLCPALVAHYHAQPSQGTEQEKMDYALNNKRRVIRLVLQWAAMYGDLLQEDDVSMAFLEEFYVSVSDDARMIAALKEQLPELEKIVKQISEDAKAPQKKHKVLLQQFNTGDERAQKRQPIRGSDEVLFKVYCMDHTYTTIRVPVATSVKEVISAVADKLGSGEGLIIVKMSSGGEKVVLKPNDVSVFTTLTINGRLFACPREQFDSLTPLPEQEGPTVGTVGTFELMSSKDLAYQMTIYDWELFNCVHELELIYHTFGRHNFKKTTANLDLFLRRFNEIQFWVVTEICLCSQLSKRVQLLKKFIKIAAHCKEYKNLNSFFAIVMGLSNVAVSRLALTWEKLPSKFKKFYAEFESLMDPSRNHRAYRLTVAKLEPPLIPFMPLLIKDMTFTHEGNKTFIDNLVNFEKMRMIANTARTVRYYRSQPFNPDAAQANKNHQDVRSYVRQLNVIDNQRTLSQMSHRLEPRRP
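Exchange assay: 100 nM EPAC2 with 250 nM Rap1B-BODIPY-GDP and 50 uM GDP. Fluorescence (ex 480/em 540 nm) read every 5 min for 30 min at room temperature. Data normalized to 6.5 mM cAMP as agonist control.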
TDP43 rescue: TDP-43 toxicity inhibition in yeast. TDP-43 expressing yeast growth rescue, BacTiter-Glo, 24 h. Potency, µM (series often up to 46.1 µM), for inactives: at the highest dose growth rescue (activation), usual class: activators. 1.8% of 410,000 active. AID 652104; also: potency is read from the fitted curve at half-maximal effect; % of control where 0% means no effect; nearly all actives have a fitted effect of over 50% in size
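Yeast expressing TDP-43 (pregrown in raffinose, seeded at OD600=0.02 in galactose medium) exposed to compounds 24 hr at 30 deg C. Growth read by BacTiter-Glo luminescence; rescue of toxicity appears as increased signal.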
D3 ag: activates the human D3 dopamine receptor; P35462; D3R DiscoveRx beta-arrestin cells, luminescence, 90 min; max activation, %; 0.58% of 410,000 active; in the data active = max activation above about 30%; also: 0% is about no effect; mostly tested at two doses, the higher about 12 µM
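Agonist-mode cell screen: cells plated at 1500/well and incubated overnight at 37 °C, then exposed to library compounds for 90 min at 37 °C. Detection reagent was added for 30–60 min at room temperature, and luminescence was read.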
D3 antag: D3 dopamine receptor (human) antagonism | P35462 | D3R cells, DiscoveRx beta-arrestin luminescence, antagonist mode; active compounds read low | max response, negative = inhibition, % | 2.5% of 360,000 active | AID 652054; in the data active = max response below about -50%; inconclusive = no clear call, values can overlap the other calls; also: % is scaled to controls: 0 for no effect and ±100 for the full control effect; mostly tested at two doses, the higher about 12 µM
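Cells expressing the human receptor were seeded at 1500 cells/well, incubated overnight at 37 degrees C in 5% CO2, then exposed to library compounds with dopamine controls for 90 minutes at 37 degrees C before luminescent detection.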
FUS suppressor: suppressors of FUS proteinopathy in yeast; S. cerevisiae FUS-expressing, growth rescue, OD600, 24 h; Potency, µM (titrated, usually from 76.6 µM), for inactives: at the top dose growth rescue (activation), hits mostly activators; 0.24% of 390,000 active; AID 1347120;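 also: potency is read from the fitted curve at half-maximal effect; plate controls were DMSO vehicle for no effect and reference control for full effect; nearly all actives have a fitted effect of over 55% in size; some results filed as inactive show a strong effect at the top dose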
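Cultures pregrown in 2.5% raffinose medium are shifted to minimal medium containing 2% galactose to express toxic FUS. Compounds are tested at several concentrations. After 24hr at 30C, growth is quantified at 600 nm absorbance.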
aSyn yeast inh: inhibitors of alpha-synuclein toxicity in yeast; Potency, µM (series often up to 46.1 µM), for the others: at the top dose growth rescue (activation), actives largely listed as activators; 0.14% of 370,000 active; Yeast expressing alpha-synuclein, growth rescue, BacTiter-Glo, 24 h; also: potency is read from the fitted curve at half-maximal effect; % of control where 0% means no effect; nearly all actives have a fitted effect of over 65% in size
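Screening used galactose-induced yeast with toxic alpha-synuclein levels, exposed to compound for 24 hr at 30 deg C. Cell growth, read with BacTiter-Glo luminescence, gave the measured signal.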
EPAC2 antag: EPAC2 (human) antagonism; Potency, µM (series often up to 114 µM), without a hit: at the top dose activity, negative = inhibition, usual class: inhibitors; AID 720708; 0.18% of 360,000 active; Q8WZA2; EPAC2 GEF exchange of Rap1B-BODIPY-GDP, fluorescence; also: potency is read from the fitted curve at half-maximal effect; % is scaled to controls: 0 for no effect and ±100 for the full control effect; nearly all actives have a fitted effect of over 45% in size; many of its hits are not listed in these tables
Abeta rescue: A-beta toxicity reversal in yeast; yeast expressing A-beta42, growth rescue, OD600, 48 h; response scale: 0% DMSO, 100% iron-clioquinol control; Potency, µM (series often up to 46.1 µM), inactives show top-dose growth rescue, hits mostly activators; 0.063% of 410,000 active; also: potency is read from the fitted curve at half-maximal effect; nearly all actives have a fitted effect of over 55% in size
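Growth rescue measured by 600 nm absorbance after 48 h yeast culture at 30 C with compound. Values normalized between DMSO and an equimolar ferric chloride plus clioquinol control.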
An asterisk follows results filed as active; ? = inconclusive; nt = no result given; & = joins results of further samples; [ ] = dose if it differs, or a comment. Unless noted, calls follow the shape of the dose curve; as a rule, active = well fitted curve in the direction sought with a large enough effect; inconclusive = small, poorly fitted or top-dose-only effect, or another doubt; inactive = no such curve, though single readings can be large; an effect the other way counts as inactive or inconclusive. A portion of the library; rates above refer to the full screens.

A first look, 3 compounds:
SMILES	EPAC2 ag	TDP43 rescue	D3 ag	D3 antag	FUS suppressor	aSyn yeast inh	EPAC2 antag	Abeta rescue
CN1CCN(S(=O)(=O)c2ccc(Sc3nnc(-c4cccs4)n3-c3ccccc3)nc2)CC1	9%	3%	-5	-13	22%	2%	-2%	3%
COC(=O)CN1C(=O)[C@H]2[C@@H](c3ccc(C)o3)N3C(=O)CN(CCO)C(=O)[C@@]3(C)[C@H]2C1=O	-18%	16%	1	0	-8%	2%	-9%	3%
O=c1c2ccccc2[nH]c2ccc(F)cc12	7%	-25%	-3	-8	-1%	-25%	1%	-46%[inhibitor]

The whole of this part, repeating the preview:
SMILES	EPAC2 ag	TDP43 rescue	D3 ag	D3 antag	FUS suppressor	aSyn yeast inh	EPAC2 antag	Abeta rescue
CN1CCN(S(=O)(=O)c2ccc(Sc3nnc(-c4cccs4)n3-c3ccccc3)nc2)CC1	9%	3%	-5	-13	22%	2%	-2%	3%
COC(=O)CN1C(=O)[C@H]2[C@@H](c3ccc(C)o3)N3C(=O)CN(CCO)C(=O)[C@@]3(C)[C@H]2C1=O	-18%	16%	1	0	-8%	2%	-9%	3%
O=c1c2ccccc2[nH]c2ccc(F)cc12	7%	-25%	-3	-8	-1%	-25%	1%	-46%[inhibitor]
CCCCCCCCCCCCCCCC[n+]1cccc2ccccc21	-17%	-89%[inhibitor]	1	3	?	-59%[inhibitor]	?	-90%[inhibitor]
Cc1ccc(-n2nc3c(=O)n(CC(=O)NCc4ccccc4Cl)nc(C)c3c2C)cc1	-8%	7%	-10	20	-18%	6%	9%	-3%
Cc1ccccc1CCNC(=O)c1ccc2c(c1)nc1n2CCC(C)C1 (stereo unspecified)	nt	2%	-15	nt	3%	nt	nt	-14%
CC1CCN(C(=O)c2ccc(-c3ccccc3Cl)o2)CC1	17%	-13%	19	2	22%	1%	?	-15%
COC(CN1C(=O)C(=O)/C(=C(/O)c2ccccc2)C1c1ccccn1)OC (stereo unspecified)	7%	3%	1	-2	-22%	2%	7%[57.1 µM]	2%
COc1ccc(N(CC(=O)NCc2ccco2)S(=O)(=O)c2ccc(C)cc2)cc1	5%	0%	-9	-13	28%	3%	13%	-12%
O=C(/C=N/O)NCC1CCNCC1	4%	7%	10	-28	4%	2%	10%	13%
C=CCc1cc(Cl)ccc1OCCNCCN1CCOCC1	5%	-6%	-10	?	10%	0%	16%	-26%
COc1ccccc1N1C(=O)c2ccc(C(=O)Nc3ccccc3O)cc2C1=O	-3%	6%	4	-6	-2%	-1%	5%	-7%
Cc1ccc(NC(=O)CSc2ncc3ccccn23)cc1C	-9%	?	0	11	-12%	2%	0%	0%
CCCCC1=C([O-])C2N=CC=CC2=[N+](c2ccccn2)C1=O (stereo unspecified)	1%	12%	2	-18	nt	1%	14%	3%
CCn1c(SCC(=O)N2CCOCC2)nnc1-c1cccs1	4%	-6%	-10	0	3%	2%	9%	5%
CC(C)C[C@H](NC(=O)N1CCn2c1nc1ccccc12)C(=O)NCc1ccc2c(c1)OCO2	0%	-1%	2	10	30%	0%	-17%	17%
Cc1ccc(NC(=S)NNC(=O)c2nn(C)cc2Cl)cc1	-12%	7%	-2	-54*	12%	-1%	11%	8%
Cc1ccc2cc(CN(CCN3CCOCC3)Cc3nnnn3Cc3ccco3)c(=O)[nH]c2c1C	4%	7%	-2	9	nt	-3%	4%	-7%
NC(=Nc1ccccc1)NC(=O)c1nc(Cl)c(N)nc1N	5%	22%	-16	-18	-20%	-1%&-2%	22%	-7%
CN1C(=O)/C(=C\c2ccncc2)SC1=Nc1ccccc1	-3%	?	-1	16	-6%	-1%	6%	-7%
Cc1coc2cc3oc(=O)c(CCC(=O)NCCN4CCOCC4)c(C)c3cc12	3%	-9%	11	-12	-11%	2%	16%	-25%
COc1ccc(/C=N\NC(=O)c2cc(O)c(O)c(O)c2)cc1CN1CCN(c2ccc(F)cc2)CC1	-11%	-11%	-9	-30	?	5%	-15%	-16%
O=C(c1cccc(Oc2c(Cl)cccc2[N+](=O)[O-])c1)N1CCOCC1	10%	16%	-10	?	nt	14%	3%	-5%
Nc1ccccc1C(O)(Cc1ccccc1)c1ccccc1 (stereo unspecified)	17%	17%	-21	5	22%	-4%	-15%	8%
O=C1NC2=C(C(=O)OC2)C(c2ccc(OC(F)(F)F)cc2)N1 (stereo unspecified)	4%	-7%	7	1	-13%	-1%	-2%	0%
(continued)
SMILES	EPAC2 ag	TDP43 rescue	D3 ag	D3 antag	FUS suppressor	aSyn yeast inh	EPAC2 antag	Abeta rescue
CCc1ccccc1NC(=O)CSc1nnc2ccc3ccccc3n12	nt	?	13	nt	7%	nt	nt	-10%
COCCNC(=O)C1(C)CCN(C(=O)COc2ccc(Cl)cc2Cl)C1 (stereo unspecified)	-2%	3%	-6	0	-11%	-9%	-6%	-7%
O=C1c2ccccc2C(=O)N1CCc1csc(-c2cccc(Cl)c2)n1	16%	?	-1	28	18%	2%	0%	-6%
COC(=O)c1cc2sccc2n1Cc1ccc(C)cc1	14%	5%	-13	-3	5%	3%	-5%	2%
COc1ccc(OC)c(Nc2nc(NCc3ccco3)c3ccccc3n2)c1	10%	-19%[1.82 µM]	-4	47	19%	-10%	-3%	5%
O=C(O)c1nccnc1C(=O)NCc1csc2ccc(Cl)cc12	6%	7%	-6	7	38%	2%	5%	-4%
CCc1nn(CCCC(=O)N2CCc3ccccc3C2)c(=O)c2cc3occc3n12	4%	15%	1	4	?	11%	-3%	-8%
O=C(NCc1ccccc1)c1ccc(-c2ccccc2F)o1	26%	0%	-23	?	5%	3%	1%	-35%
NC(=O)c1ncn([C@@H]2O[C@H](CNCc3ccc(-c4cc(C(F)(F)F)ccc4Cl)o3)[C@@H](O)[C@H]2O)n1	10%	2%	-70	-52*	-11%	-1%	13%	-16%
O=C(CN1CCN(Cc2ccccc2)CC1)NCC1COc2ccccc2O1 (stereo unspecified)	3%	9%	6	-6	5%	-1%	1%	2%
CCc1nc2ccccc2c(C(=O)O)c1C	4%	12%	-3	27	0%	7%	-3%[57.1 µM]	6%
COCCCNC(=O)C1CCCCN1S(=O)(=O)c1ccc(F)cc1 (stereo unspecified)	8%	9%	1	-8	16%	-1%	-3%[57.1 µM]	8%
COc1ccc(NC2CS(=O)(=O)CC2NCc2ccccc2)cc1 (stereo unspecified)	-5%	9%	6	-14	7%	1%	2%	10%
CCOc1ccc(-c2nn(-c3ccccc3)cc2/C=C2\SC(=S)N(C3CCS(=O)(=O)C3)C2=O)cc1 (stereo unspecified)	?	0%	-6	-17	33%	-3%	42%[activator]	12%
O=[N+]([O-])c1ccc2c(c1)oc1ccccc12	8%	27%	0	-9	23%	-12%	19%	-7%
COc1cccc(C(=O)OCCCN(C)C)c1	8%	0%	-2	-2	0%	-4%	-2%	-11%
CC(=O)Nc1c(C)nn(-c2ccccc2)c1N1CCC(C(=O)NCc2ccc(F)cc2)CC1	nt	0%	8	nt	2%	nt	nt	5%
C/C(=N\NC(N)=S)C1(C)CC2(CC(C)(C)OC2=O)C(=O)O1 (stereo unspecified)	10%	20%	1	-4	5%	0%	10%	-1%
CCOc1ccccc1N1CSC2=C(C#N)C(c3c(OC)ccc4ccccc34)CC(=O)N2C1 (stereo unspecified)	6%	8%	2	-18	34%	0%	-1%	-10%
Cn1nccc1NS(=O)(=O)c1ccc(NC(=O)C(F)(F)F)cc1	-5%	-9%	-8	11	4%	-5%	-1%	-10%
O=C(CNC(=O)c1ccncc1)N/N=C/c1cc(Br)ccc1OCc1ccccc1	16%	3%	-11	-7	7%	-8%	-4%	-12%
COCCNC(=O)C1CC(=O)N(c2ccc(OC)cc2)C1c1ccc(OC)cc1 (stereo unspecified)	5%	nt	11	-17	-2%	0%	5%	11%
CCOC(=O)C1=C(C)Nc2ncnn2C1c1cc(Br)ccc1F (stereo unspecified)	1%	-4%	2	-9	58%	-3%	-3%	21%
CC(C)Cc1nnc(NC(=O)CCC(=O)NC2CCCCCC2)s1	4%	10%	-2	6	-12%	4%	5%	7%
Cc1ccc(C)c(NC(=O)c2cnc3sc(N4CCOCC4)nn3c2=O)c1	nt	-17%	-46	nt	15%	nt	nt	-19%
(list continues)
SMILES	EPAC2 ag	TDP43 rescue	D3 ag	D3 antag	FUS suppressor	aSyn yeast inh	EPAC2 antag	Abeta rescue
O=C1NC(=O)C2(CCc3ccccc32)N1 (stereo unspecified)	5%	1%	8	-4	4%	-4%	-4%	-3%
O=C(/C=C/c1ccccc1)CC(=O)c1ccccc1O	13%	2%	-2	5	?	-6%	4%	-21%
Cc1cc(SCC(=O)OCC(=O)NC(C)c2ccccc2)c(C)cc1Br (stereo unspecified)	2%	?	-3	4	35%	-2%	-3%	3%
O=C(c1ccco1)N1CCN(C(=O)c2ccccc2OCc2ccccc2)CC1	-3%	-4%	5	0	1%	12%	20%	9%
CCCCN1C(=O)C(=O)N(CC(=O)c2cc(C)n(-c3cc(C)on3)c2C)C1=O	0%	-19%	1	5	15%	4%	-7%	16%
CC(C)Oc1cccc(C(=O)C2CCCN(Cc3cccn3-c3ccccn3)C2)c1 (stereo unspecified)	4%	-11%	-12	-14	1%	-4%	13%	-10%
COC(=O)[C@H](Cc1c[nH]c2ccccc12)NC(=O)NCc1ccc(OC)c(OC)c1	7%	1%	4	-3	-7%	-1%	4%	-17%
CCCc1c2ccccc2nc2ccccc12	-8%	-8%	-5	-19	nt	-6%	8%	0%
COc1ccc(-c2nn3c(-c4ccccc4C)nnc3c3ccccc23)cc1	nt	4%	7	nt	18%	nt	nt	-46%[inhibitor]
COc1cc(NS(=O)(=O)c2ccc3c(c2)oc(=O)n3C)cc(OC)c1OC	18%	0%	1	3	-6%	-3%	-5%	1%
COc1ccc(C(CNC(=O)Cc2ccc3ccccc3c2)N(C)C)cc1 (stereo unspecified)	-5%	17%	-6	-19	-8%	2%	6%	1%
COc1ccc(N2CCN(C(CNC(=O)C(C)(C)C)c3ccco3)CC2)cc1 (stereo unspecified)	2%	-5%	-1	7	-17%	4%	11%	8%
O=C(NCCCN1CCCC1=O)c1cc(S(=O)(=O)N2CCOCC2)ccc1Cl	-1%	-3%	2	-3	11%	1%	0%	-8%
COc1ccc(CCNc2ncccc2C#N)cc1OC	-2%	2%	4	7	-5%	8%	-7%	-2%
O=C(O)c1cccc(CN2C(=O)S/C(=C/c3cccc([N+](=O)[O-])c3)C2=O)c1	0%	-10%	1	3	9%	3%	?	4%
CC1(C)C2CC[C@]1(C)C(=O)N(CCCCN1CCN(c3ccccn3)CC1)C2=O	3%	-9%	80*	-14	40%	3%	2%	11%

Screens deposited in PubChem BioAssay by National Center for Advancing Translational Sciences (NCATS).
